WT yeast gro inh = growth inhibition of WT yeast, mitochondrial fusion screen; AID 1362; inhibition, % at 10 µM; mitochondrial fusion phenotypic screen, WT strain; actives 2.1% (n = 190,000); in the data active = inhibition above about 58%; tested in S. cerevisiae
MT stabilize HCS = microtubule stabilizers in HeLa cells. HeLa tubulin immunostaining HCS, 24 h; share of cells brighter than vehicle mean+2SD. % tubulin-high responders, % at 10 µM. actives 0.83% (n = 200,000);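 active = plate Z-score above 3 for both tubulin-high and condensed-nucleus cell shares, with cell loss under 80%, at 10 µM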;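 also: anti alpha tubulin signal scored within the nucleus-defined area of each cell; some results filed as inactive read as strong as hits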
T cell HTS = modulates CD8 T cell binding to vesicles. actives 0.068% (n = 330,000). calls only at 7 µM. AID 2052. 2C CD8+ T cell-vesicle binding, flow cytometry; stronger effect = lower value;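 active = response, share of CD8 T cells binding vesicles, and their 90th percentile fluorescence all below set limits, cut at about 80% in these data, passing the limit was not always enough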
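System: murine 2C transgenic CD8+ T lymphocytes; also added: QL9-loaded Drosophila micro-vesicles; times: binding 1.5 h at 37 °C; measured by: flow cytometry, PE anti-B7-1 (FL2) versus Alexa647 anti-CD8 (FL8), PFA-fixed; control set: Peptide-free naked vesicles (low) and QL9 vesicles with 0.7% DMSO vehicle (high)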
Autophagy HCS = autophagy modulation, high-content screen; MEF GFP-LC3 puncta imaging; test concentration mostly 10 µM; calls only at 10 µM (by protocol); actives 0.98% (n = 190,000);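 active = percentage of spot-positive cells more than 3 SD above its plate mean, without a fluorescence outlier flag or 80% toxicity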;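 also: spot-positive cell cutoff set from DMSO-treated cells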
Myeloid diff 2 = promotes myeloid progenitor differentiation | ER-HoxA9 myeloid progenitors, lysozyme-GFP differentiation, flow cytometry | AID 624256 | calls only at 10 µM | actives 1% (n = 360,000);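 active = normalized GFP-positive differentiation at or above the plate's own cutoff, the solvent-only control mean plus 3 SD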;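 also: cells exposed to compound for four days before flow analysis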
Ins promoter up = MIN6 insulin promoter up-regulation; z-score at 5 µM; actives 0.3% (n = 190,000); AID 1625; MIN6 insulin promoter-GFP reporter, high-content imaging; stronger effect = higher value;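 active = z-score above 3 at 5 µM with at least 500 cells counted in the well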
Lipid droplet = modulators of hepatic lipid droplet formation. actives 0.4% (n = 240,000). AML12 mouse hepatocytes, oleate lipid droplets, BODIPY imaging. AID 1656. inhibition, % at 6.5 µM;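 active = lipid droplet intensity inhibited by at least 50%, with more than 500 cells counted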
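material = mouse AML12 hepatocyte cell line, fixed after treatment | also added = 100 µM oleic acid challenge | doses = compound at 6.5 µM only | schedule = overnight exposure | technique = Image-based BODIPY and DAPI two-channel analysis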
West Nile virus CPE = West Nile virus antiviral activity, cell-based, CPE readout (AID 1621) | West Nile virus-infected cells, CPE inhibition; higher % means a stronger effect | CPE inhibition, % at 10 µM; hits with a dose series show IC50 in µM | actives 0.02% (n = 290,000); in the data active = a potency from the dose series; also: strong numbers were not always called active
bCat nuc transl = modulators of beta-catenin nuclear translocation; actives 0.3% (n = 190,000); HeLa beta-catenin nuclear translocation, immunofluorescence imaging; nuclear translocation activity, % at 5 µM;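 active = nuclear translocation activity above 50% at 5 µM, with a well cell count of 50 or more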;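 also: per-cell ratio of nuclear to cytoplasmic median beta-catenin stain intensity; plate controls were DMSO negative control for no effect and GSK-3 inhibitor IX positive control for full effect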
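Test system: human HeLa cells, native beta-catenin. Compound dosing: 5 µM primary single dose, 0.1% DMSO, 0.02–20 µM confirmation series. Incubation: compound exposure 24 h at 37°C. Detection: beta-catenin immunostaining with DAPI counterstain, 20x imaging, 6 fields/well. Read-out basis: Nuclear/cytoplasmic beta-catenin signal ratio, % activation.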
WT yeast gro inh mutant strain = also measured in WT yeast gro inh; calls as there; inhibition, %; mitochondrial fusion phenotypic screen, mutant strain inhibition
Ins promoter up cell count = second read-out of Ins promoter up, no call of its own (marks repeat the call); cell count; measured here: cytotoxicity, nuclei count;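 total cells summed across four imaged fields per well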
Lipid droplet cells 6.5 µM = recorded beside Lipid droplet, whose call it bears; cell count; measured here: cell count, cytotoxicity flag;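 cells counted across two imaged fields per well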
bCat nuc transl cell count 5 µM = second read-out of bCat nuc transl, no call of its own (marks repeat the call); cell count; measured here: cell count, cytotoxicity flag
T cell HTS vesicle-bound % = also measured in T cell HTS; calls as there; double positive events, %; measured here: CD8+ vesicle-bound cell fraction;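 binding gate set so that unloaded-vesicle control wells show 10% double positive cells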
MT stabilize HCS Hoechst-high % = further read-out of MT stabilize HCS, marked with its call; % Hoechst-high responders; measured here: nuclear condensation Hoechst responders;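 share of cells brighter than vehicle mean plus two SD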
MT stabilize HCS cytotoxicity % = further read-out of MT stabilize HCS, marked with its call; toxicity, %; measured here: cytotoxicity by cell density;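 0% = mean cell density of plate MIN control wells and 100% = no cells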
Autophagy HCS cell loss 18 h = recorded beside Autophagy HCS, whose call it bears; toxicity, %; measured here: cell loss, nuclei count;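 cell loss after 18 h compound exposure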
Myeloid diff 2 GFP+ MAC1+ % = also measured in Myeloid diff 2; calls as there; GFP+ MAC1+ double positive, %; measured here: differentiation confirmed by MAC1 staining
Active calls of the source: *; i = inactive; x = no result given; + = active, no number.

molecule	WT yeast gro inh	WT yeast gro inh mutant strain	MT stabilize HCS	MT stabilize HCS Hoechst-high %	MT stabilize HCS cytotoxicity %	T cell HTS	T cell HTS vesicle-bound %	Autophagy HCS	Autophagy HCS cell loss 18 h	Myeloid diff 2	Myeloid diff 2 GFP+ MAC1+ %	Ins promoter up	Ins promoter up cell count	Lipid droplet	Lipid droplet cells 6.5 µM	West Nile virus CPE	bCat nuc transl	bCat nuc transl cell count 5 µM
COc1c(Cl)cc(Cl)cc1CNCCNCC(C)O (stereo unspecified)	-8	7	3.2	1.9	5.6	i	54	i	-24	i	7.6	0.08	1394	x	x	-0.8%	3.4	1337
Cc1sc(NC(=O)c2ccco2)c(C(c2cccnc2)N2CCCC2)c1C (stereo unspecified)	31	14	3.8	1.9	5.9	i	12	i	-27	i	8.6	0.14	1615	x	x	-0.6%	0.5	1299
Cc1cc(C(=O)CN2C(=O)NC(Cc3c[nH]c4ccccc34)C2=O)c(C)n1C (stereo unspecified)	-2	13	1.9	1.6	5.9	i	43	i	5	i	0.7	-0.62	1117	x	x	-0.2%	-1.0	769
CCc1cccc(C)c1NC(=O)CN(C)S(=O)(=O)c1ccc(-c2ccc(=O)[nH]n2)s1	x	x	x	x	x	i	26	x	x	i	0.7	x	x	4	770	0.6%	x	x
CC(=O)Nc1ccc(Nc2nnc(-c3ccc(C)c(S(=O)(=O)NCCO)c3)c3ccccc23)cc1	x	x	x	x	x	i	58	x	x	i	0.3	x	x	-4	847	-0.3%	x	x
COc1ccc(CNC(=O)CC(C)c2ccccc2)cc1 (stereo unspecified)	x	x	x	x	x	i	19	x	x	i	0.8	x	x	-10	807	-0.4%	x	x
NC(=O)c1nsc(C(=O)N(CC(=O)NC2CCCCC2)Cc2ccc(F)cc2)c1N	x	x	x	x	x	i	15	x	x	i	3.8	x	x	-1	798	-0.8%	x	x
Cc1ccc(C(O)P(=O)(OCc2ccccc2)c2ccc(N(C)C)cc2)cc1 (stereo unspecified)	x	x	x	x	x	i	23	x	x	i	0.7	-0.11	1054	1	667	-0.9%	-0.1	1313
C=CCN1C=CC=C/C1=C1\SC(=S)N(C)C1=O	-17	2	2.3	2.5	6.1	i	64	i	21	i	0.3	-0.83	1133	3	763	-0.2%	-0.4	1116
Cc1ccc(NC(=O)CSc2ncnc3ccccc23)cc1S(=O)(=O)N1CCCCCC1	13	-2	2.8	3.4	8.8	i	44	i	5	+	3.3*	-0.29	1375	-11	568	-0.7%	3.4	1030
c1ccc2[nH]c(-c3cnco3)cc2c1	x	x	x	x	x	i	68	x	x	i	0.5	x	x	-11	815	-0.1%	x	x
CCOc1ccc(NC(=O)CN2CCN(CC(=O)c3ccc(OCC)cc3)CC2)cc1	-12	2	4.7	1.6	4.2	x	x	i	3	i	0.8	-0.18	1032	-8	713	-0.1%	x	x
Cc1cc(NC(=O)CSc2nc3ccc(Cl)cc3[nH]2)no1	0	2	0.9	1.0	4.4	i	20	i	2	i	1.6	x	x	19	860	-0.5%	x	x
COc1ccc(Cn2nnnc2C(c2cccs2)N2CCSCC2)cc1 (stereo unspecified)	26	17	3.1	2.8	5.7	i	35	i	13	i	7.2	-0.04	1043	x	x	-0.3%	-3.9	963
COc1ccccc1-c1cnn2c(NC3CCCC3)cc(C)nc12	x	x	x	x	x	i	46	x	x	i	0.4	x	x	7	858	-1.1%	x	x
O=C(CCN1C(=O)c2ccccc2S1(=O)=O)Nc1nc2c(s1)CCCC2	7	5	1.9	1.9	18	i	23	i	-1	i	5.9	-0.94	1291	-33	751	-0.4%	-1.1	1241
COc1ccc(OCC(=O)OCCN(C)C)cc1	-12	4	3.5	1.9	11	i	51	i	8	i	0.6	-0.62	739	6	823	0.2%	1.5	1098
COCCCN=Cc1c(C)[nH]n(-c2ccc(Br)c(C)c2)c1=O	13	-5	3.9	3.1	2.0	i	24	i	-6	i	0.5	0.24	1140	-8	683	-1.2%	-0.5	588
C=C(Br)Cn1c(CCC)nc2ccccc21	28	39	3.0	2.3	5.8	i	5	i	3	i	0.8	-0.11	1207	x	x	-0.4%	-5.8	923
O=C1CC2(CCCC2)CC(=O)N1c1ccccc1	-16	-8	3.0	1.9	5.4	i	50	i	-2	i	0.4	-0.89	1155	-15	672	x	-0.4	1052
COc1ccccc1CCNC(=O)C(=O)NCC1OCCCN1S(=O)(=O)c1ccc(F)cc1C (stereo unspecified)	x	x	x	x	x	i	6	x	x	i	0.9	x	x	-1	737	-1.1%	x	x
COc1ccc2cc[nH]c2c1	4	0	2.6	1.6	11	i	54	i	-46	i	0.1	x	x	13	735	-0.1%	-0.2	1099
Cc1cc(-c2nnc(CCC(=O)NCC(C)c3ccccc3)o2)no1 (stereo unspecified)	x	x	x	x	x	i	8	x	x	i	1.3	x	x	17	783	-0.6%	x	x
CC(NC(=O)c1ccccc1)C(=O)NC1=NCCS1 (stereo unspecified)	-8	-10	2.9	1.3	5.1	i	46	i	5	i	0.7	-1.3	1327	11	759	-0.4%	x	x
Clc1ccc(/C=N/Nc2nn[nH]n2)cc1	1	0	2.1	1.4	2.6	i	31	i	-3	i	1.1	0.13	1252	-2	696	-0.2%	-1.1	1190
COc1cccc(Sc2ccccc2/C=N/NC(N)=O)c1	-19	-18	15*	55*	23*	i	38	i	-13	x	x	-0.88	1360	0	686	0.2%	45	558
CCCCN1C2CCCC1CC(NC(=O)C1CCCCC1)C2 (stereo unspecified)	-3	4	3.7	1.7	3.4	i	28	i	-11	i	0.3	x	x	-6	722	-0.3%	-5.5	609
CC(Cc1ccccc1)N/C=C1/CC(=O)NC1=O (stereo unspecified)	3	-4	6.3	2.0	1.9	i	19	i	13	i	5.1	2	838	5	712	-0.3%	-5.9	1077
CCOC(=O)C1=C(O)/C(=C\c2cc(C)n(-c3ccc(F)cc3)c2C)N=C1C	-6	4	6.0	1.6	1.9	i	45	i	20	i	0.7	x	x	5	736	-0.1%	-2.0	526
O=C(NNS(=O)(=O)c1ccc(F)cc1)C1CCCCC1	x	x	x	x	x	i	12	x	x	i	0.8	x	x	-13	775	1.4%	x	x
CC(=O)c1c(C)nn(CC(O)Cn2c3c(c4cc(C)ccc42)CCCC3=O)c1C (stereo unspecified)	8	96	4.2	2.3	5.2	i	20	i	6	i	0.7	0.19	1342	x	x	-1.1%	-8.9	1027
O=C(/C=C/Sc1ccc(C(F)(F)F)cn1)c1ccccc1	x	x	x	x	x	i	49	x	x	i	0.2	x	x	17	726	-0.8%	0.6	1293
CC1(C)Cc2nc(-c3ccccc3)nc(SCC(=O)N3CCOCC3)c2CO1	x	x	x	x	x	i	60	x	x	i	3.8	x	x	4	683	0.1%	x	x
COc1ccccc1OCC(=O)N1CCCC(Nc2cccc(F)c2)C1 (stereo unspecified)	x	x	x	x	x	i	33	x	x	i	1.7	x	x	-8	815	-0.7%	x	x
COC(=O)c1cc(OC)c(OC)cc1NC(=O)c1ccoc1C	0	21	4.3	1.7	4.0	x	x	i	-6	x	x	-0.05	1899	1	644	0.0%	-0.6	1078

Reprinted at random: four entries already listed, in no set order.
molecule	WT yeast gro inh	WT yeast gro inh mutant strain	MT stabilize HCS	MT stabilize HCS Hoechst-high %	MT stabilize HCS cytotoxicity %	T cell HTS	T cell HTS vesicle-bound %	Autophagy HCS	Autophagy HCS cell loss 18 h	Myeloid diff 2	Myeloid diff 2 GFP+ MAC1+ %	Ins promoter up	Ins promoter up cell count	Lipid droplet	Lipid droplet cells 6.5 µM	West Nile virus CPE	bCat nuc transl	bCat nuc transl cell count 5 µM
CC1(C)Cc2nc(-c3ccccc3)nc(SCC(=O)N3CCOCC3)c2CO1	x	x	x	x	x	i	60	x	x	i	3.8	x	x	4	683	0.1%	x	x
O=C1CC2(CCCC2)CC(=O)N1c1ccccc1	-16	-8	3.0	1.9	5.4	i	50	i	-2	i	0.4	-0.89	1155	-15	672	x	-0.4	1052
Clc1ccc(/C=N/Nc2nn[nH]n2)cc1	1	0	2.1	1.4	2.6	i	31	i	-3	i	1.1	0.13	1252	-2	696	-0.2%	-1.1	1190
CCOc1ccc(NC(=O)CN2CCN(CC(=O)c3ccc(OCC)cc3)CC2)cc1	-12	2	4.7	1.6	4.2	x	x	i	3	i	0.8	-0.18	1032	-8	713	-0.1%	x	x
